Assay outcomes: PubChem, National Center for Advancing Translational Sciences (NCATS)
LDHA block: blocks human lactate dehydrogenase A | purified LDHA, NADH/diaphorase-resazurin fluorescence; active compounds read low | activity change, % (values are at about 110 or 230 µM) | hit rate 0.15% among 480,000; in the data active = activity change below about -30%; inconclusive = mostly about -25% to -30%;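 also: plate controls were DMSO wells for no effect and wells without enzyme for full effect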
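Enzyme activity of human lactate dehydrogenase 5 (2 nM; 0.06 mM NADH, 0.2 mM pyruvate, 5 min, RT) is measured via a resazurin/diaphorase fluorescence readout of residual NADH.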
Vif-APOBEC3F blk: inhibitors of Vif-A3F interaction | HeLa A3F-eYFP + Vif (tagged APOBEC3F with the HIV-1 protein that degrades it), YFP fluorescence increase | Potency, µM (titrated, usually from 46.1 µM), without a hit: at the top dose activity, negative = active | hit rate 0.2% among 390,000; also: potency is read from the fitted curve at half-maximal effect; % of control where 0% means no effect; nearly all actives have a fitted effect of over 65% in size
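HeLa cells stably expressing Vif plus C-terminally eYFP-tagged A3F were seeded, incubated overnight at 37 deg C, dosed with compound, incubated overnight again at 37 deg C. Yellow fluorescence (Ex 488/Em 500-530) reported blocked Vif-mediated A3F-eYFP degradation.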
IDH1 R132H inh: inhibitors of human mutant IDH1 R132H; O75874; IDH1-R132H enzyme, NADPH consumption, diaphorase/resazurin fluorescence; Potency, µM (doses to about 76.6 µM), for the others: at the top dose activity change, negative = inhibition, hits mostly inhibitors; hit rate 0.093% among 390,000; AID 602179; also: potency is read from the fitted curve at half-maximal effect; % is scaled to controls: 0 for no effect and ±100 for the full control effect; nearly all actives have a fitted effect of over 65% in size
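IDH1-R132H (0.5 ug/mL) preincubated 30 min with compound, then NADPH (0.016 mM) and alpha-KG (2 mM) added; 80 min at RT, pH 7.5. Remaining NADPH coupled via diaphorase/resazurin to fluorescence (540/590 nm); concentration-response curves normalized to no-enzyme control.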
USP1-UAF1 inh: USP1/UAF1 (human) deubiquitinase inhibition | O94782 | recombinant USP1/UAF1, Ub-Rhodamine cleavage fluorescence | Potency, µM (top dose mostly 57.1 µM), for inactives: top-dose activity change, negative = inhibition, actives largely listed as inhibitors | hit rate 0.23% among 390,000 | AID 743255; also: potency is read from the fitted curve at half-maximal effect; % is scaled to controls: 0 for no effect and ±100 for the full control effect; nearly all actives have a fitted effect of over 60% in size; inactives centre near -12
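USP1/UAF1 complex (1 nM) preincubated 15 min at room temperature with compound, then Ub-Rho substrate (150 nM final) added. Kinetic fluorescence at 480/540 nm over 6 reads at 60 s intervals; 50 mM HEPES pH 7.8, 0.5 mM EDTA, 0.1 mg/ml BSA, 1 mM TCEP, 0.01% Tween-20.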
RXFP1 agonist: activates the human relaxin receptor RXFP1; Q9HBX9; HEK293T-RXFP1 cAMP TR-FRET, 30 min; response scale: percent of porcine relaxin response, buffer zero; Potency, µM (doses to about 57.5 µM), inactives show at the highest dose activation, most hits filed as activators; hit rate 0.3% among 370,000; also: potency is read from the fitted curve at half-maximal effect; % is scaled to controls: 0 for no effect and ±100 for the full control effect; nearly all actives have a fitted effect of over 60% in size; many of its hits are not listed in these tables
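Agonist response is measured as cAMP accumulation in an RXFP1-transfected HEK293T line under PDE4 inhibition. Values are scaled between buffer-only and 29 nM porcine relaxin, and EC50s come from standard Hill equation fits.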
Glioma ERSR ind: induces the endoplasmic reticulum stress response in human glioma cells; U87-MG GRP78 promoter luciferase reporter, 16 h; Potency, µM, without a hit: top-dose activation, most hits filed as activators; hit rate 0.02% among 420,000; AID 602332; also: potency is read from the fitted curve at half-maximal effect; series mostly up to about 76 µM; % of control where 0% means no effect; nearly all actives have a fitted effect of over 35% in size
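ERSR induction read as luciferase luminescence (Bright-Glo, 10 min at room temperature) in stably transfected human U87-MG glioma cells exposed to compounds for 16 h, using GRP78 as sensor.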
TrxR1 substrate: substrates of rat thioredoxin reductase 1; O89049; purified TrxR1 substrate turnover, NADPH consumption readout; Potency, µM (doses to about 114 µM), without a hit: at the top dose activity change, negative = substrate turnover; hit rate 0.01% among 390,000; also: potency is read from the fitted curve at half-maximal effect; % is scaled to controls: 0 for no effect and ±100 for the full control effect; nearly all actives have a fitted effect of over 50% in size
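Rat TrxR1, dispensed at 90 nM, was prereduced with 400 uM NADPH (final) for 5 min at ~22 deg C, then incubated with compound 15 min before 400 uM selenite. A first-read NADPH fluorescence drop versus no-compound background flagged substrates.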
PI4K2A inh: blocks human PI4K2A kinase activity; AID 1346378; purified PI4K2A, ADP-Glo luminescence, 1 h; active compounds read low; Q9BTU6; activity change, negative = inhibition, % at 76.9 µM; hit rate 0.13% among 420,000; in the data active = activity change below about -50%; inconclusive = mostly about -30% to -49%;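 also: -100% = wells without enzyme as full effect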
Target sequence (Q9BTU6 whole entry, looked up): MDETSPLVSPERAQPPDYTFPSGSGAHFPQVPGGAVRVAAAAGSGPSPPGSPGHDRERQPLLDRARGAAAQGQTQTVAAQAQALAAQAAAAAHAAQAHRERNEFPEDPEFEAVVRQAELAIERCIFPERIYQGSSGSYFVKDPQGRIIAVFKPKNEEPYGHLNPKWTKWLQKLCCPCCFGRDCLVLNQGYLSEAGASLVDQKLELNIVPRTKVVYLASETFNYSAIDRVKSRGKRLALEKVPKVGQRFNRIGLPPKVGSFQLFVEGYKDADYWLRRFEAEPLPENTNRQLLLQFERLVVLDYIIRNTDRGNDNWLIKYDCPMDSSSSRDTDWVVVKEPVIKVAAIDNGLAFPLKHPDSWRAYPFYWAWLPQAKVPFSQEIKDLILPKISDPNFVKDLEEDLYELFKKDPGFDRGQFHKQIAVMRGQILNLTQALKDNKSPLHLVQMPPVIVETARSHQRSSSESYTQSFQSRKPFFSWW
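In this quantitative HTS, ADP production by PI4K2A was quantified luminescently after 1 h at ambient temperature; 100 microM adenosine served as plate-quality control.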
Vif-APOBEC3G blk: Vif-A3G binding inhibition | Q9HC16 | HeLa A3G-eYFP + Vif (tagged APOBEC3G with the HIV-1 protein that degrades it), YFP fluorescence, overnight | Potency, µM (series often up to 46.1 µM), for the others: at the highest dose activity, negative = active, actives largely listed as inhibitors | hit rate 0.076% among 410,000 | AID 602310;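 also: potency is read from the fitted curve at half-maximal effect; % is scaled to controls: 0 for no effect and ±100 for the full control effect; nearly all actives have a fitted effect of over 60% in size; hits raise eYFP signal because A3G escapes Vif-driven loss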
Target sequence (Q9HC16 whole entry, looked up): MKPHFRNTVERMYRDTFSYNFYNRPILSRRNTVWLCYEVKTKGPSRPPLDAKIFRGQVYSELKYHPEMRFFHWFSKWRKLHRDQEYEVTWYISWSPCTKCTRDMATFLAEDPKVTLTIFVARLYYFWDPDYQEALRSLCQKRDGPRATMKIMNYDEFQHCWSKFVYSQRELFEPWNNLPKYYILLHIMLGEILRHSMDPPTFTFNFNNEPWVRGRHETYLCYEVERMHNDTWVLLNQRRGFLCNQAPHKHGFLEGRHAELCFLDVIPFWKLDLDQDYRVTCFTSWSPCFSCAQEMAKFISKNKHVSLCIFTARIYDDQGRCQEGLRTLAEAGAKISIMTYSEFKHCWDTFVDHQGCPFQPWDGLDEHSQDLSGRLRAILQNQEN
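Read-out is eYFP fluorescence (Ex 488/Em 500-530) from Vif-expressing HeLa A3G-eYFP cells; more signal means A3G escaped Vif-mediated degradation. Cells plated overnight, compound pinned in, incubated overnight at 37 deg C.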
Numbers without * were called inactive; u = inconclusive; x = no result given; & = joins results of further samples; [ ] = remark or other dose. Unless noted, calls follow the shape of the dose curve; as a rule, active = well fitted curve in the direction sought with a large enough effect; inconclusive = small, poorly fitted or top-dose-only effect, or another doubt; inactive = no such curve, though single readings can be large; an effect the other way counts as inactive or inconclusive. A portion of the library; the hit share may differ from the screen's.

SMILES | LDHA block | Vif-APOBEC3F blk | IDH1 R132H inh | USP1-UAF1 inh | RXFP1 agonist | Glioma ERSR ind | TrxR1 substrate | PI4K2A inh | Vif-APOBEC3G blk
CC(C)C(=O)Nc1ccc(N2CCN(c3ccc(F)cc3)CC2)cc1 | -3 | -3% | 10% | -12% | -0.4% | -4% | 2%[57.1 µM] | 3 | -6%
O=C(Nc1ccc(F)c(Cl)c1)c1csc(COCCO)n1 | -3 | x | x | x | x | 3% | x | -1 | -2%
COc1ccc(CNC(=O)c2cc(-c3ccc(Cl)cc3)n[nH]2)cc1 | -2 | -4% | -22% | -22% | 2.7% | -3% | 8% | 1 | 1%
CC(C)(C)C(=O)O/N=C(\N)c1ccc(-c2csnn2)cc1 | -5 | 6% | -3% | -13% | 0.6% | 10% | 3%[57.1 µM] | 0 | 0%
Cc1nc2sccn2c(=O)c1S(=O)(=O)NCCc1ccccc1 | -7 | 0% | -2% | -11% | 1.4% | -4% | 13%[57.1 µM] | -1 | 5%
CC(=O)Nc1ccc(N=Nc2ccc(O)cc2)cc1 | -3 | 7% | 6% | -14% | 0.7% | 6% | -11% | -1 | -6%
COC(=O)[C@]1(Cc2ccccc2)N[C@H](c2ccc(-c3ccc(Cl)c(Cl)c3)cc2)[C@@H]2C(=O)N(C)C(=O)[C@@H]21 | -6 | -1% | 9% | u | -0.4% | -7% | 1% | 2 | -1%
O=C(Cn1cc(C(F)(F)F)ccc1=O)N/N=C/c1cccc(Cl)c1 | -5 | -6% | 11% | -3% | 3.0% | 1% | 3%[57.1 µM] | 7 | -1%
COCCN1C(=O)N[C@@H](c2cccc(C(F)(F)F)c2)C(C(=O)OC)=C1C | 0 | -6% | -6% | 2% | x | -2% | -8% | -3 | 2%
O=C(NCc1ccccc1)C(c1ccncc1)N(C(=O)c1csnn1)c1cccc(F)c1 (configuration not stated) | -4 | 4% | 0% | 6% | 5.6% | 0% | 5%[0.457 µM] | 0 | -1%
O=C(Nc1cc(S(=O)(=O)N2CCCCC2)ccc1N1CCCCC1)C1CC1 | -5 | -11% | -5% | -19% | 0.0% | -4% | 4% | -1 | -2%
CCOc1ccc(-c2nc(C#N)c(NCc3ccco3)o2)cc1 | -9&-6 | 2% | 0% | -10% | 1.6% | 5% | 25% | 3 | -11%
O=C(Cc1cccs1)Nc1nnc(COc2ccccc2)s1 | -4 | -10% | 9% | -4% | x | 2% | 14% | -6 | -6%
Cc1cc(N(C)C)cc(C)c1N=Nc1cc[n+]([O-])cc1 | 3 | 1% | 9% | -31% | x | -3% | x | -7 | 2%
Nc1ccc(C(=O)N/N=C/c2c[nH]c3ccccc23)cc1 | -7 | 0% | -7% | -22% | 5.6% | 0% | -12% | 3 | 1%
O=C(NCCN1CCOCC1)c1cc([N+](=O)[O-])ccc1Cl | -1 | 0% | 6% | -30% | 1.1% | -3% | 0%[57.1 µM] | 0 | 2%
Cc1cc(Br)ccc1NC(=O)CN1C(=S)NC(C)(C)CC1C (configuration not stated) | -1 | 1% | 5% | -2% | 0.2% | -3% | 13%[57.1 µM] | 0 | 3%
Cc1cc(C)nc(-n2nc(C)cc2NC(=O)CN2CCCC2)n1 | 1 | -5% | 6% | -5% | 2.7% | 2% | -2% | -5 | 0%
CCn1c(=O)cc(OCC(=O)Nc2cccc(C)n2)c2ccccc21 | -2 | -4% | 4% | -9% | 27% | 1% | 5% | 3 | -2%
CCNC(=O)C(C)Sc1ccc(Cl)cc1 (configuration not stated) | -7 | 3% | 5% | -3% | -0.4% | -6% | -4% | -1 | 0%
CCC(=O)Nc1ccc(C(=O)N/N=C/c2cccnc2)cc1 | -11 | 3% | -7% | -12% | -2.5% | -2% | -3%[57.1 µM] | 7 | 0%
COc1cc(C(=O)NCc2nnc(SCC(=O)N3CCc4ccccc43)o2)cc(OC)c1OC | -2 | -1% | 1% | -10% | 1.8% | -1% | 4% | 1 | -1%
COc1ccc(Cl)cc1NC(=S)NCc1cccnc1 | -1 | -1% | 2% | 3% | 2.0% | 3% | -3% | 2 | 0%
CCOc1nc(OCC)nc(-n2cc(-c3ccccc3)nn2)n1 | -4 | 2% | 2% | -18% | 1.5% | -5% | -5% | 1 | -4%
C(=N\Nc1ccccc1)/c1nc2ccccc2s1 | -3 | -7% | 4% | -16% | -1.5% | -2% | -5% | 5 | 2%
O=C(CN1C(=O)CCS(=O)(=O)c2ccccc21)Nc1ccc(F)cc1 | 0 | 1% | -10% | -7% | -2.0% | -4% | -4% | 2 | 0%
COc1cc2nc(NC(=O)c3ccc(S(=O)(=O)N4CCc5ccccc54)cc3)sc2cc1OC | -2 | 5% | -9% | -16% | 2.4% | -3% | -2%[57.1 µM] | 3 | 3%
CCCC#Cc1ccc2c(c1)O[C@H](CN(C)C(=O)CC1CC1)[C@H](C)CN([C@@H](C)CO)S2(=O)=O | 3 | -4% | -3% | -28% | x | 4% | x | -18 | -1%
O=C1CN(Cc2nc3cc(Cl)ccc3c(=O)[nH]2)CCN1 | -5 | -27% | -4% | -4% | 0.6% | -3% | 3% | 11 | -3%
COc1cccc(NC(=O)c2nnn(CC(=O)Nc3cc(C)cc(C)c3)c2N)c1 | -13 | -7% | -4% | -15% | 8.8% | 2% | -8% | -3 | -1%
Cc1nc2ccc(S(=O)(=O)Nc3ccccc3C)cc2s1 | -8 | -1% | -4% | 0% | 2.8% | 0% | -6% | 4 | u
COc1ccc(N2C(=O)c3ccc(C(=O)Nc4ccccc4OC)cc3C2=O)cc1 | -4 | 1% | 11% | -1% | 0.6% | -2% | -7% | 0 | 3%
O=C(COc1ccc(Br)cc1)Nc1ccc(Cc2ccncc2)cc1 | -10 | 0% | 0% | -1% | 13% | -2% | -5% | 1 | 3%
Cc1ccsc1/C=N\NC(=O)c1n[nH]c2c1CCC2 | -3 | -2% | 2% | 3% | 0.0% | -13% | -23% | -18 | u
COc1cc(CN2CCN(Cc3ccc(C)cc3)C(CCO)C2)cc(OC)c1O (configuration not stated) | 28 | 11% | 1% | 1% | 2.3% | 2% | 3%[57.1 µM] | u | 0%
CCOC(=O)Cn1c(-c2ccccc2)cc(SC)c(C#N)c1=O | -4 | -2% | -5% | -8% | 7.3% | -13% | -10% | 1 | -1%
CC(NC(=O)c1ccccc1F)c1cccc2ccccc12 (configuration not stated) | 4 | 3% | 3% | -31% | 0.0% | -6% | -9%[57.1 µM] | -3 | -10%
O=C(COC(=O)c1ccc([N+](=O)[O-])o1)Nc1cccc(S(=O)(=O)N2CCCCC2)c1 | -1 | -2% | 9% | u | 1.1% | 4% | 7%[57.1 µM] | -4 | -3%
O=C(O)c1oc2ccccc2c1CSc1ccc(Cl)cc1 | -12 | 21% | 0% | -3% | -2.5% | -2% | -10% | 0 | -1%
CCCNS(=O)(=O)c1ccc(OCC(=O)Nc2ccccc2F)cc1 | -1 | 5% | -2% | -15% | 0.4% | 1% | -8% | 1 | 1%
CN(CC(=O)Nc1ncn[nH]1)S(=O)(=O)c1ccc(Cl)cc1 | -4 | 16% | 8% | -6% | -3.6% | -4% | 2% | 2 | -4%
CCN(C(=O)CSc1nc(-c2cccs2)nc2ccccc12)C1CCS(=O)(=O)C1 (configuration not stated) | -9 | -6% | 4% | -1% | 4.8% | 2% | 56%[activator] | -3 | -4%
O=C(CSc1nc2ccccc2c(=O)n1-c1ccc(Cl)cc1)N/N=C/C=C/c1ccccc1[N+](=O)[O-] | 0 | 1% | 2% | -3% | 1.3% | -3% | 3%[57.1 µM] | 0 | 0%
CCN(CC)c1ccc2cc(-c3nc4ccccc4n3C)c(=O)oc2c1 | -1 | 11µM* | 0% | u | 5.1% | 1% | -3% | 0 | u
CCCOc1ccc(/C=C/C(=O)OCC(=O)N(C)c2c(N)n(Cc3ccccc3)c(=O)[nH]c2=O)cc1OCC | -6 | u | -3% | -12% | -0.1% | -5% | 14% | -1 | -14%
O=C(NC1CC1)c1cc(=O)c2ccccc2o1 | -4 | -3% | -6% | 4% | 0.6% | -8% | -6% | 10 | -7%
Cc1cc(C)c2c(CN3CCCCCCC3)cc(=O)oc2c1 | -2 | x | x | x | x | -5% | x | -4 | -3%
COC(=O)c1cc(Cl)c(NC(=O)c2cc3ccccc3o2)cc1OC | -2 | 3% | 2% | -19% | 10% | 5% | 7% | 0 | -7%
O=C(NCC(c1ccco1)N1CCc2ccccc21)c1ccc([N+](=O)[O-])cc1 (configuration not stated) | -13 | -7% | 1% | -17% | 2.7% | -7% | 0% | -6 | -2%
O=C(Cc1ccccc1Cl)Nc1ccc(S(=O)(=O)N2CCOCC2)cc1 | 4 | 1% | 7% | -13% | 0.1% | -5% | 4% | 3 | -3%
CCCCn1c(Oc2cccc(C(=O)OC)c2)nc2c1c(=O)n(C)c(=O)n2C | 2 | 5% | 11% | -12% | 7.6% | -3% | -7%[57.1 µM] | -2 | -1%
CC1CCCCN1c1c(S(=O)(=O)c2ccc(Cl)cc2)cnc2ccccc12 (configuration not stated) | 5 | -3% | -7% | -15% | 2.4% | -2% | -1% | 0 | 2%
